# CSM14.1 death rescue = protection against thapsigargin-triggered cell killing – 384-well, CSM14.1, ATP luminescence, primary screen (AID 1222); 190,000 tested, under 10 active; cellular ATP content (survival), % at 20 µM; hits with a dose series show EC50 in µM; CSM14.1 thapsigargin-induced death rescue, ATP luminescence; higher % means a stronger effect;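 active means EC50 below 50 µM in the dose-response confirmation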;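 further: death triggered by thapsigargin at about 15 µM added after 2 h compound pretreatment; cell ATP read after overnight thapsigargin exposure of roughly 18 to 22 hours; normalized against plate controls of thapsigargin alone and 5% DMSO vehicle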
# T cell HTS = T cell immune modulation candidate. calls only at 7 µM. 2C CD8+ T cell-vesicle binding, flow cytometry; stronger effect = lower value. AID 2052. 0.068% of 330,000 active;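 active means response, share of CD8 T cells binding vesicles, and their 90th percentile fluorescence all below set limits, cut at about 80% in these data, passing the limit was not always enough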
#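 Assay system: 2C TCR transgenic mouse naive CD8+ T cells, MACS-purified | Read-out: CD8+ gate FL2 mean fluorescence as % of same-row positive control | Signal: High-throughput flow cytometry with anti-B7-1 and anti-CD8 staining | Timing: Binding step 1.5 h, 37 °C, antibody labelling 20 min, ice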
# Ins promoter up = MIN6 insulin promoter up-regulation. MIN6 insulin promoter-GFP reporter, high-content imaging; stronger effect = higher value. z-score at 5 µM. 0.3% of 190,000 active;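 active means z-score above 3 at 5 µM with at least 500 cells counted in the well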
# b-catenin transl = modulators of beta-catenin nuclear translocation. 0.3% of 190,000 active. nuclear translocation activity, % at 5 µM. HeLa beta-catenin nuclear translocation, immunofluorescence imaging;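 active means nuclear translocation activity above 50% at 5 µM, with a well cell count of 50 or more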;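 further: per-cell ratio of nuclear to cytoplasmic median beta-catenin stain intensity; plate controls were DMSO negative control for no effect and GSK-3 inhibitor IX positive control for full effect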
#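 Test system: human HeLa cells, endogenous beta-catenin. Times: 24 h compound exposure, 37°C. Measured by: beta-catenin immunofluorescence imaging with DAPI.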
# Autophagy mod = autophagy modulation, high-content screen; 0.98% of 190,000 active; calls only at 10 µM (by protocol); MEF GFP-LC3 puncta imaging; test concentration mostly 10 µM;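 active means percentage of spot-positive cells more than 3 SD above its plate mean, without a fluorescence outlier flag or 80% toxicity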;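 further: spot-positive cell cutoff set from DMSO-treated cells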
# MT stabilize HCS = stabilizes microtubules in HeLa cells; HeLa tubulin immunostaining HCS, 24 h; share of cells brighter than vehicle mean+2SD; % tubulin-high responders, % at 10 µM; 0.83% of 200,000 active;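 active means plate Z-score above 3 for both tubulin-high and condensed-nucleus cell shares, with cell loss under 80%, at 10 µM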;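 further: anti alpha tubulin signal scored within the nucleus-defined area of each cell; some results filed as inactive read as strong as hits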
# Dynein transport = blocks dynein driven cargo transport along microtubules; z-score, hits read low; 3617.4 mouse cells, GR-EGFP nuclear translocation imaging; test concentration mostly 20 µM; stimulated with dexamethasone, 1 µM; stronger effect = lower value; 0.47% of 220,000 active; AID 1381;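 active means plate z-score of nuclear minus cytoplasmic receptor signal below a set negative limit, without overly bright fluorescence or cell loss, cut at about -3.5 in these data, passing the limit was not always enough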;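 further: z-score of nuclear minus cytoplasmic ring GR-EGFP intensity difference per well; some compounds called inactive have numbers as strong as hits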
#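 Buffer or medium: tet-free, stripped-serum medium; Also added: dexamethasone, 1.0 µM final; Technique: high-content fluorescence imaging after fixation; Times: 48 h induction, 1 h compound, 30 min dex at 37 °C; Read-out: per-cell GR-EGFP intensity, nucleus versus surrounding cytoplasmic ring, well-averaged.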
# Salmonella PhoP GFP = PhoP-dependent GFP reporter repression – Salmonella Typhimurium, primary screen (AID 1863); 0.16% of 300,000 active; S. Typhimurium PhoP-regulated promoter GFP reporter, 4 h; higher % means a stronger effect; one-dose inhibition, % at 50 µM; IC50 in µM for titrated hits;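 active means inhibition over 29.93%, a cutoff 3 SD above the screen mean, later confirmed by dose response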;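 further: 0% = low Mg2+ inducing control and 100% = high Mg2+ repressing control; strong numbers were not always called active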
# Lipid droplet = hepatic lipid droplet formation modulation | AID 1656 | 0.4% of 240,000 active | inhibition, % at 6.5 µM | AML12 mouse hepatocytes, oleate lipid droplets, BODIPY imaging;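 active means lipid droplet intensity inhibited by at least 50%, with more than 500 cells counted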
#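 Material: mouse AML12 hepatocyte cell line, fixed after treatment; Timing: compound with oleate, overnight; Technique: high-content imaging of BODIPY-stained droplets and DAPI nuclei; Probe or stimulus: oleate, 100 µM final; Dosing: compound at 6.5 µM only.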
# Dynein transport cytoplasmic EGFP = recorded beside Dynein transport, whose call it bears; z-score; measured here: cytoplasmic GR-EGFP intensity; stronger effect = higher value
# Dynein transport nuclear GR-EGFP = further read-out of Dynein transport, marked with its call; z-score; measured here: nuclear GR-EGFP intensity;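 lower value marks the stronger effect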
# Dynein transport cell count = second read-out of Dynein transport, no call of its own (marks repeat the call); z-score; measured here: cell count per field
# Ins promoter up cell count = recorded beside Ins promoter up, whose call it bears; cell count; measured here: cytotoxicity, nuclei count;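 total cells summed across four imaged fields per well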
# Lipid droplet cells 6.5 µM = further read-out of Lipid droplet, marked with its call; cell count; measured here: cell count, cytotoxicity flag;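 cells counted across two imaged fields per well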
# b-catenin transl cell count 5 µM = also measured in b-catenin transl; calls as there; cell count; measured here: cell count, cytotoxicity flag
# T cell HTS vesicle-bound % = second read-out of T cell HTS, no call of its own (marks repeat the call); double positive events, %; measured here: CD8+ vesicle-bound cell fraction;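 binding gate set so that unloaded-vesicle control wells show 10% double positive cells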
# MT stabilize HCS Hoechst-high % = recorded beside MT stabilize HCS, whose call it bears; % Hoechst-high responders; measured here: nuclear condensation Hoechst responders;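 share of cells brighter than vehicle mean plus two SD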
# MT stabilize HCS cytotoxicity % = second read-out of MT stabilize HCS, no call of its own (marks repeat the call); toxicity, %; measured here: cytotoxicity by cell density;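 0% = mean cell density of plate MIN control wells and 100% = no cells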
# Autophagy mod cell loss 18 h = recorded beside Autophagy mod, whose call it bears; toxicity, %; measured here: cell loss, nuclei count;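 cell loss after 18 h compound exposure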
# * = called active by the depositor; i = inactive; / = no result given; + = active, no number.
SMILES,CSM14.1 death rescue,T cell HTS,T cell HTS vesicle-bound %,Ins promoter up,Ins promoter up cell count,b-catenin transl,b-catenin transl cell count 5 µM,Autophagy mod,Autophagy mod cell loss 18 h,MT stabilize HCS,MT stabilize HCS Hoechst-high %,MT stabilize HCS cytotoxicity %,Dynein transport,Dynein transport cytoplasmic EGFP,Dynein transport nuclear GR-EGFP,Dynein transport cell count,Salmonella PhoP GFP,Lipid droplet,Lipid droplet cells 6.5 µM
C#CCO[C@@H]1C[C@H](n2cnc3c(NC(=O)c4ccccc4)ncnc32)O[C@@H]1CO,/,i,23.2,0.22,824,-0.8,1367,/,/,/,/,/,-0.971,-0.389,-0.354,-0.132,-1.4%,-13.7,661
O=C(CN1CCCN(Cc2ccc(F)cc2Cl)C1=O)NC1CCCCCC1,0.0%,i,31.6,/,/,/,/,i,0.7,1.0,1.7,7.0,-0.504,-0.231,-0.0767,0.325,-0.8%,-10.5,784
COc1nc(OC)nc(N(C)CCO)n1,-0.5%,i,58.6,0.09,1333,-4.2,1200,i,14.3,3.7,2.3,2.5,0.828,-0.171,0.639,-0.129,2.1%,17.4,805
Cc1noc(C)c1COC(=O)c1cc2c3ccccc3n(C)c2s1,0.7%,i,53.4,-0.49,1124,-2.9,963,/,/,1.6,1.2,4.7,-0.667,-0.0786,-0.0169,0.272,-10.0%,/,/
CCCCn1c(CN2CCN(c3cccc(Cl)c3)CC2)nc2c1c(=O)n(C)c(=O)n2C,-3.7%,i,20.4,-5.64,676,/,/,i,12.6,2.2,0.7,6.4,-0.296,-0.212,0.0404,0.436,1.3%,-4.5,708
CCC(=O)N1N=C(c2ccc(NS(=O)(=O)CC)cc2)CC1c1ccc(C)cc1 (stereo unspecified),-1.5%,i,55.1,/,/,-0.7,1166,i,20.1,3.0,1.9,12.8,0.791,-0.239,0.551,-0.686,-5.9%,15.1,742
Cc1cnc(NC(=O)CCCSc2nc3ccccc3s2)s1,9.9%,i,53.7,-0.03,1234,-4.6,1015,i,-7.8,1.4,1.4,7.1,0.195,-0.154,0.145,-0.519,-9.4%,/,/
CCCc1c(O)c2ccccc2[nH]c1=O,1.8%,i,51.9,-0.74,1359,0.5,775,i,-36.9,2.3,1.5,3.0,-0.592,-0.136,0.542,0.177,5.0%,/,/
CSc1nc2nc(C(F)(F)F)cc(-c3ccccc3)n2n1,-3.7%,i,22.0,/,/,-4.0,1138,i,2.5,0.8,1.2,8.1,-0.167,-0.0608,0.233,-0.456,-0.7%,15.0,833
Cc1ccc(-n2c(SCC(=O)N(C)C3CCS(=O)(=O)C3)nc3ccccc3c2=O)cc1 (stereo unspecified),-0.5%,i,50.3,0,1363,-2.8,1087,i,-1.3,1.3,2.9,2.0,-0.175,-0.13,-0.124,-0.677,11.9%,9.9,674
Cc1cccc(-c2noc(CCC(=O)NCC3CCCO3)n2)c1 (stereo unspecified),-1.0%,i,26.2,-0.07,721,1.4,1117,i,-6.8,0.6,1.0,7.7,1.71,2.07,1.2,-1.75,4.6%,-2.1,681
CCCCOc1ccc(C(=O)NCCCC(=O)N2CCCCC2)cc1,0.5%,i,37.1,0.29,1117,-1.9,932,i,14.7,5.1,4.7,8.8,-0.857,-0.309,-0.427,0.527,2.0%,/,/
CCN(CC)c1nc(Nc2ccccc2)nc(Oc2ccc(=O)n(C)n2)n1,-0.5%,i,13.5,/,/,/,/,i,5.4,3.4,2.7,7.4,0.277,-0.233,0.575,1.04,-3.5%,/,/
COc1ccc(S(=O)(=O)n2nc(OC(=O)c3ccco3)cc2N)cc1,-0.9%,i,28.2,1.8,1745,-1.7,1293,i,13.3,1.3,2.7,7.1,0.383,-0.0209,0.694,-0.656,-7.0%,/,/
NNC(=O)c1cc2ccccc2[nH]1,-2.1%,i,41.2,/,/,-4.2,1099,i,2.1,5.8,3.9,8.1,-0.239,-0.169,-0.0818,-0.064,-11.4%,2.2,658
CCCCN(C)C(=O)c1nc2ccccn2c1CN1CCN(C(=O)c2cccs2)CC1,-1.5%,i,58.2,0.1,1421,-1.0,957,i,14.1,2.3,2.7,0.8,-0.243,-0.314,-0.224,0.564,-6.2%,-5.7,674
COc1ccc(/C=N/NC(=O)c2cc(OC)c(OC)c(OC)c2)cc1CN1CCc2cc(OC)c(OC)cc2C1C (stereo unspecified),-1.3%,i,10.8,0.29,1096,6.5,1000,i,8.1,20.3*,10.8*,39.6*,0.458,-0.19,0.521,-0.879,6.7%,0.1,689
Cc1nc2c(ccc3nc(NC(=O)Cc4ccccc4)sc32)s1,-2.8%,i,21.6,-0.76,1208,0.2,565,i,-14.3,1.8,2.8,4.9,0.153,-0.21,1.05,-0.534,1.2%,/,/
COc1ccc(-c2[nH]nc3oc(=O)c(CCO)c(C)c23)cc1,-0.8%,i,61.4,0.64,1108,0.5,1080,i,-15.2,1.3,1.9,7.7,-0.0192,-0.154,-0.301,0.209,5.2%,-7.4,673
CCNc1nc(Cl)nc(NNC(=O)C(C)Oc2ccccc2)n1 (stereo unspecified),-0.5%,i,40.0,/,/,-1.7,925,i,-10.0,4.6,1.0,7.8,-0.185,-0.335,-0.11,0.396,-4.0%,19.3,630
CC(=O)NCC(=O)NC1(C(=O)NC2CCCC2)CCCCC1,-0.2%,i,39.6,-0.63,1241,2.2,1091,i,5.8,4.3,2.6,10.4,0.541,-0.142,0.795,-0.886,-4.0%,5.2,734
COc1ccc(Cl)cc1N(CC(=O)N1CCN(Cc2ccccc2)CC1)S(C)(=O)=O,0.3%,i,31.5,0.23,1153,1.0,1106,i,0.4,3.3,1.8,2.0,0.415,-0.224,0.181,-0.148,2.7%,/,/
Cc1c(C(=O)NCc2ccc3c(c2)OCO3)oc2ccc(S(=O)(=O)N3CCCCC3)cc12,-1.5%,i,23.2,-1.26,737,3.5,1406,i,-10.0,5.6,4.1,6.1,-0.16,-0.309,0.141,0.459,2.6%,/,/
CC(C)C[C@H](NC(=O)c1[nH]cnc1C(=O)N[C@@H](C)C(=O)OC(C)(C)C)C(=O)OCc1ccccc1,/,i,21.3,-0.06,1077,-2.0,1237,/,/,/,/,/,1.4,-0.702,0.782,-0.897,-0.2%,-15.3,750
COc1ccc(CCNC(=O)COc2ccc(S(=O)(=O)NC3CCCCC3)cc2Cl)cc1,-1.8%,i,15.9,-0.79,1099,-0.6,1357,i,15.5,1.6,1.7,11.1,0.145,-0.000307,0.598,-0.236,-3.8%,/,/
CC(CCc1ccccc1)NC(=O)c1cccnc1 (stereo unspecified),-2.2%,i,47.4,0.24,1324,/,/,i,1.3,3.4,2.1,4.7,-0.914,-0.0472,-0.142,0.221,2.7%,-10.5,748
Cc1ccc(Cn2nnnc2CN2CCC(O)(c3cccnc3)CC2)cc1,1.9%,i,7.0,0.63,1429,0.4,1558,i,29.5,3.1,3.1,6.7,-0.609,-0.286,-0.365,0.965,-6.3%,-11.0,615
Cc1nn(Cc2ccc(Cl)c(Cl)c2)c(C)c1NC(=O)c1cc(-c2ccc3c(c2)OCO3)on1,-0.8%,i,35.4,-1.55,503,/,/,i,26.0,6.2,4.7,7.4,0.655,-0.207,0.706,-0.54,-1.3%,/,/
CCOC(=O)c1c(-c2ccccc2Cl)csc1NC(=O)CSc1nc(C)cc(=O)[nH]1,4.4%,i,27.4,-0.02,1303,-0.5,988,i,-13.7,1.7,3.5,6.9,-0.833,-0.315,-0.613,0.432,-2.9%,-0.9,623
O=C(CCSc1ccccn1)c1ccccc1,/,i,7.3,-0.61,1178,0.1,1134,i,7.7,3.0,3.0,2.4,-3.96*,0.237*,-1.75*,1.22*,-1.8%,-10.8,674
Cn1c(=O)cc(OCC(=O)NCCc2ccc(Cl)cc2)c2ccccc21,/,i,30.9,-0.31,1315,-1.3,1041,i,18.6,2.2,1.7,9.7,0.295,-0.0405,0.339,-0.514,-9.2%,-5.0,701
O=C(CCCOc1ccccc1)Nc1nnc(C2CCCO2)s1 (stereo unspecified),-0.9%,i,14.2,-0.27,1402,-5.5,973,i,5.5,3.1,2.3,6.7,-0.0529,-0.126,-0.0209,-0.193,16.8%,/,/
CCOC(=O)C(C(=O)OCC)C1CCS(=O)(=O)C1 (stereo unspecified),1.3%,i,18.6,0.38,1215,-3.1,1174,+,11.6*,2.1,1.8,5.3,-0.115,-0.23,0.0248,1.5,5.1%,17.3,737
Cc1cc(Cl)c2ccccc2n1,-2.6%,i,25.4,-0.6,1366,/,/,i,-9.2,1.1,3.0,3.1,-0.636,-0.319,-0.58,0.96,-9.2%,0.1,703
O=C(CCS(=O)(=O)c1ccccc1)Nc1ccc2c(c1)OCO2,-1.7%,i,55.2,-0.17,1371,-1.1,1125,i,8.8,2.8,2.6,7.2,0.285,-0.343,-0.438,-0.415,-3.1%,10.7,696
